CHT block: inhibits the human high affinity choline transporter. Q9GZV3. CHT-expressing cells, membrane potential dye, choline response; stronger effect = lower value. B-score at 10 µM. 310,000 tested, 0.86% active;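 active = B-score over 3 SD under the library average, and starting fluorescence ratio not unusually high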;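 note: choline stimulus applied at its EC90 after an EC20 pre-addition; B-score computed on integrated fluorescence ratio after choline addition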
Target sequence (Q9GZV3 whole entry, looked up): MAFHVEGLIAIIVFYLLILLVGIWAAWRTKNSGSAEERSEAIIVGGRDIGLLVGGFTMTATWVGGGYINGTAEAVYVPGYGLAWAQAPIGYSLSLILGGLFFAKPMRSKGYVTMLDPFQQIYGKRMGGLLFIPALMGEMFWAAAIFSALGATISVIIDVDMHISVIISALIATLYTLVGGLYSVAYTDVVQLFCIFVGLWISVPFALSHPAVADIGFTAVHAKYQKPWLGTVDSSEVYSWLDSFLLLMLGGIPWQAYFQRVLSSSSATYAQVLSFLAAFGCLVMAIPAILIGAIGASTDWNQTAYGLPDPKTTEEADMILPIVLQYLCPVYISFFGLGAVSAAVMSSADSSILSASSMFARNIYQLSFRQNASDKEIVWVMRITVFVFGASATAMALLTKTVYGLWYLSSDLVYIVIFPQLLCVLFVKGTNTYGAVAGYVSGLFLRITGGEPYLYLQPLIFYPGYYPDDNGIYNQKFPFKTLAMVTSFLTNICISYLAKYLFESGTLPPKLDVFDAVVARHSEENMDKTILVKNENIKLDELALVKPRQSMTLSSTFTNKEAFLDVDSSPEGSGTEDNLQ
STK33 inh: inhibitors of human STK33 kinase; purified STK33, MBP phosphorylation, ADP-Glo luminescence; inhibition, % at 10 µM; 320,000 tested, 0.073% active; AID 2661;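 active = inhibition at or above 25%, using the most active replicate where run in duplicate; inactive = inhibition below 25%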
Target sequence (Q9BYT3 whole entry, looked up): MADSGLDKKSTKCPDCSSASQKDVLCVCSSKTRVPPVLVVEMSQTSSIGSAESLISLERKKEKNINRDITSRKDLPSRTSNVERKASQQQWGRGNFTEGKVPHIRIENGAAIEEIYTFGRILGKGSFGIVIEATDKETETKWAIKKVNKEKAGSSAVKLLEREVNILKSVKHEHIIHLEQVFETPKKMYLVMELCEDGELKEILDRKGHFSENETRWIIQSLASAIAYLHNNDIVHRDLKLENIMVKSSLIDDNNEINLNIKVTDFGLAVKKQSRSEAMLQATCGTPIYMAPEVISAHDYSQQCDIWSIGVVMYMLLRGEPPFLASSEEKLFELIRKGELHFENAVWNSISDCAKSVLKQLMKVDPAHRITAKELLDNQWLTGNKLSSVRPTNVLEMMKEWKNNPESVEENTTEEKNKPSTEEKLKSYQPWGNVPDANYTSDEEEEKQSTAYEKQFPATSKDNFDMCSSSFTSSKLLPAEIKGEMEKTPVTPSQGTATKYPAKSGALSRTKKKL
CHT PAM: allosteric activators of human choline transporter CHT | CHT-expressing cells, membrane potential dye, choline EC20; stronger effect = higher value; LV-AA mutant CHT in HEK293 cells | B-score at 10 µM | 310,000 tested, 0.49% active;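 active = initial fluorescence not abnormally high and integrated response B-score, plate-corrected, over 3 SD above library mean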
* marks the source's active call; other numbers are inactive results; i = inactive; . = not tested or not shown.

| canonical_smiles | CHT PAM | CHT block | STK33 inh |
| --- | --- | --- | --- |
| CC1(C)Cc2c(cnn2-c2cccc(F)c2)C(NC(=O)c2csnn2)C1 (stereo not drawn) | i | i | -1.6 |
| COc1ccc(OC)c(S(=O)(=O)NCc2cccnc2)c1 | i | i | -1.1 |
| Cc1ccc(-c2cc(C(=O)Nc3nn[nH]n3)c3ccccc3n2)c(C)c1 | i | i | 0.1 |
| COc1ccc(CC(=O)OCC(=O)Nc2ccc(Cl)cn2)cc1 | i | i | -0.1 |
| CCOc1ccc(-c2cccc(NC(=O)c3cccs3)c2)nn1 | i | i | -1.4 |
| Cc1ccc(C(=O)Nc2ccc3c(c2)CCC3)o1 | i | i | 1.9 |
| O=C(NCCN1CCOCC1)c1cc(-c2ccc(F)cc2)nc2ccccc12 | i | i | -1.5 |
| CC/C(=N\NC(=O)c1ccc(Br)cc1)c1ccccc1 | i | i | -1.8 |
| CCCCN(C(=O)c1cc2ccccc2o1)c1c(N)n(CC(C)C)c(=O)[nH]c1=O | i | i | -1.1 |
| CCOC(=O)CSc1nc2c(c(=O)[nH]c(=O)n2C)n1Cc1ccccc1 | i | i | -2.0 |
| O=C(NN=C1CCCC1)c1ccccc1[N+](=O)[O-] | i | i | -1.6 |
| O=C(Cn1c(=O)sc2ccccc21)Nc1nc2c(s1)CCCC2 | i | i | 0.8 |
| O=C(NC(=O)N1CCN(c2ccc([N+](=O)[O-])cn2)CC1)c1ccccc1F | i | i | -1.7 |
| CCN(CC)S(=O)(=O)c1ccc(N2CCOCC2)c(NS(=O)(=O)c2ccc(C)c(C)c2)c1 | i | i | -1.5 |
| O=C(NCCCN1CCCC1=O)c1ccc([N+](=O)[O-])s1 | i | i | 0.5 |
| COc1ccc2oc(=Nc3ccc(C(=O)O)cc3)c(C(=O)NCc3ccco3)cc2c1 | i | i | -0.4 |
| CCC(CC)NC(=O)Nc1cccc(C)c1C | i | i | -1.5 |
| COc1ccccc1N1CCN(C2CCCN(C(=O)CCc3cnn(C)c3)C2)CC1 (stereo not drawn) | i | i | -1.3 |
| COc1ccccc1N1CCN(CC(=O)N2CCCC2)CC1 | i | i | -0.4 |
| COc1ccc(Nc2nc(NCc3ccco3)nc(N3CCOCC3)n2)cc1 | i | i | 0.0 |
| NS(=O)(=O)c1ccc(NNC(=O)c2ccccc2)cc1 | i | i | -1.2 |
| CCCn1c(N)c(N(CCOC)C(=O)COC(=O)CSc2cc(C)c3ccccc3n2)c(=O)[nH]c1=O | i | i | -1.5 |
| Cc1ccc(C2=NN(CCC#N)C(=O)CO2)cc1 | i | i | -1.0 |
| COc1cccc(C(=O)Nc2cc(C)on2)c1OC | i | i | -1.5 |
| COc1cc2nc(CN(C)Cc3ccc(F)cc3)[nH]c(=O)c2cc1OC | i | i | 0.1 |
| Cc1cc(C(=O)COC(=O)C2=COCCO2)c(C)n1-c1ccc2c(c1)OCO2 | i | i | -1.5 |
| CC(C)OCCCNc1nc2c(c(=O)n(Cc3ccccc3F)c(=O)n2C)n1C | i | i | 1.3 |
| Cc1ccc(NC(=O)CC(C)N2CCCC2)cc1 (stereo not drawn) | i | i | -1.2 |
| CC(=O)N1c2ccc(S(=O)(=O)NC(CC(=O)O)c3ccc(Br)cc3)cc2CC1C (stereo not drawn) | i | i | -0.2 |
| Cc1ccc(NC(=S)NNC(=O)c2c(Cl)c(C)nn2C)cc1 | i | i | 0.8 |
| COc1ccc(CCN(C)Cc2ccc(OC)c(OCc3ccccc3)c2)cc1OC | i | i | 0.1 |
| Cc1ccc(-n2nnc3c(=O)n(CC(=O)NCc4ccccc4)cnc32)cc1 | i | i | 0.0 |
| Cc1ccsc1/C=N/NC(=O)Cn1cnc2ccccc21 | i | i | -1.1 |
| O=C(O)/C=C/C(=O)NC1CCCCCCCCCCC1 | i | i | -0.8 |
| Cc1oc(-c2ccccc2F)nc1CS(=O)CC(=O)NCc1ccc2c(c1)OCO2 (stereo not drawn) | i | i | -0.4 |
| Cn1cnnc1SCCCN1C(=O)c2cccc3cccc(c23)C1=O | i | i | -1.7 |
| C=CCN1C(=O)C(C)(C)N(C(C)=O)c2ccccc21 | i | i | . |
| O=C(CN1CCCC1)Nc1ccc(F)cc1 | i | i | -0.8 |
| Cc1cc(C)c(S(=O)(=O)c2ccc(C(C)(C)C)cc2)c(Cl)n1 | i | i | -0.1 |
| O=C(O)c1cn(Cc2ccccn2)c(=O)c2ccccc12 | i | i | -1.8 |
| Cc1ccc(NC(=O)COCC(=O)Nc2ccc(F)cc2)cc1 | i | i | -0.6 |
| CCCC(C)C(=O)Nc1ccc(S(=O)(=O)Nc2nccs2)cc1 (stereo not drawn) | i | i | -0.6 |
| Cc1cccc(NC(=S)N(CCN(C)C)C(C)c2ccco2)c1 (stereo not drawn) | i | i | 0.7 |
| O=C(NCC1CCCCC1)c1cccc(Br)c1 | i | i | -1.2 |
| CCOc1ccc([C@@H]2CC=C(C(=O)O)[C@H](c3cccc(Cl)c3)N2S(=O)(=O)c2ccc(C)cc2)cc1 | i | -6.14* | -2.1 |
| Cc1nn(-c2cccc(C(=O)O)c2)c(C)c1Oc1ccccc1O | i | i | -0.4 |
| Cc1ccc(-c2cc(C(=O)NC3=NCCS3)c3ccccc3n2)cc1C | i | i | -0.6 |
| COc1cc(/C=N\NC(=O)c2ccc(-c3ccccc3)cc2)cc(Br)c1O | i | i | 0.0 |
| O=c1[nH][nH]c(-c2ccccc2)c1C=Nc1ccccc1Cl | i | i | . |
| N#Cc1c(-c2cccnc2)c2c([nH]c1=S)CCCC2 | i | i | 0.1 |

Single records, from the list above. Screens in order: CHT PAM, CHT block, STK33 inh
Record of `CCOC(=O)CSc1nc2c(c(=O)[nH]c(=O)n2C)n1Cc1ccccc1` : i, i, -2.0
Record of `O=C(CN1CCCC1)Nc1ccc(F)cc1` : i, i, -0.8
Record of `Cc1ccc(C2=NN(CCC#N)C(=O)CO2)cc1` : i, i, -1.0
Record of `O=c1[nH][nH]c(-c2ccccc2)c1C=Nc1ccccc1Cl` : i, i, .

Next part:
| canonical_smiles | CHT PAM | CHT block | STK33 inh |
| --- | --- | --- | --- |
| CS(=O)(=O)c1ccc(-n2c(=O)n(Cc3ccccc3)c(=O)c3[nH]cnc32)cc1 | i | i | -2.3 |
| COC(=O)c1cc(OC)c(OC)cc1NC(=O)CC1CCCCC1 | i | i | -0.4 |
| Cc1cccc(NS(=O)(=O)c2cccs2)c1 | i | i | -1.1 |
| Cc1ccc(NC(=O)CSc2nc(=O)n(CCN3CCOCC3)c3c2CCCC3)cc1 | i | i | -0.6 |
| Cc1cccc(NC(=S)Nc2cccc3ccccc23)c1 | i | i | 0.4 |
| O=C(NCCNc1ccc2ccccc2c1)c1cccn2c(=O)c3sccc3nc12 | i | i | 0.7 |
| CCc1nnc(NC(=O)c2cc(S(=O)(=O)N(CC)CC)ccc2Cl)s1 | i | -5.85* | -1.1 |
| O=C(O)CC1(CC(=O)Nc2ccc(Oc3cccc(C(F)(F)F)c3)nc2)CCCC1 | i | i | -0.7 |
| CCOc1ccc(-c2cccc(NS(=O)(=O)c3ccc([N+](=O)[O-])cc3)c2)nn1 | i | i | -2.6 |
| CS(=O)(=O)N(CC(=O)NCc1cccnc1)C1CCCCC1 | i | i | -1.2 |
| Cc1ccc(CN2CCNC(=O)C2CC(=O)NCc2cc(C)n(C)n2)cc1 (stereo not drawn) | i | i | -0.7 |
| Cc1cccc(/C=N/NC(=O)CC(=O)NCCc2ccccc2)c1 | i | i | -5.5 |
| O=C1c2cccnc2C(=O)N1c1ccccc1-c1ccccc1 | i | i | 0.1 |
| COc1ccc(OCC(=O)N/N=C2/C=C(C)CC2)cc1 | i | i | 0.5 |
| CCc1c(C)nc2ncnn2c1N1CCCC(C(=O)NCc2ccco2)C1 (stereo not drawn) | i | i | -1.4 |
| Cc1ccc(OCCC(=O)OCc2csc(CC(=O)Nc3ccccc3C)n2)cc1 | i | i | -1.0 |
| Cc1cc([N+](=O)[O-])ccc1NC(=S)NC1CCCC1 | i | i | 1.0 |
| Cc1cc(C)cc(N(CCC(=O)Nc2nnc(C3CC3)s2)S(=O)(=O)c2ccc(Cl)cc2)c1 | i | i | -1.8 |
| CC(C)(C)C(=O)O/N=C1\CCS(=O)(=O)c2sccc21 | i | i | -2.7 |
| Cc1[nH]nc(-c2ccc(OCc3cnn(-c4ccccc4)c3)cc2O)c1Oc1ccc(F)cc1 | i | i | -1.7 |
| CCOC(=O)C1C(c2cc(OC)c(OC)c(OC)c2)NC(=S)NC1(O)C(F)(F)F (stereo not drawn) | i | i | -0.5 |
| CC(=O)c1ccc(OCCCC(=O)NCCc2ccccc2)cc1 | i | i | 1.3 |
| CSc1nccc(-c2nn(-c3ccc(C)cc3)ccc2=O)n1 | i | i | -3.1 |
| Nc1c(Cl)cc(Cl)cc1C(=O)OCC(=O)N1CCOCC1 | i | i | -2.5 |
| Cc1ccc(Cn2cc(CCC(=O)O)c3ccccc32)cc1 | i | i | 0.2 |
| CC(=O)N1CCN(C(=O)c2cc(-c3ccc(C)o3)nc3ccccc23)CC1 | i | i | 1.1 |
| COC(=O)c1ccc(N2C(=O)CC(Sc3n[nH]c(C)n3)C2=O)cc1 (stereo not drawn) | i | i | -0.6 |
| CCc1ccc(C)c(OC(=O)c2cncc(Br)c2)c1 | i | i | -0.2 |
| CCN(CC)CCn1c2c(c(SCC(=O)Nc3ccc(F)c(F)c3)nc1=O)CCC2 | i | i | -1.8 |
| CCOC(=O)c1cccc(NC(=O)c2ccc(NC(=O)C3CCCO3)cc2)c1 (stereo not drawn) | i | i | 2.3 |
| CCOc1ccccc1C1C(C#N)=C(N)Oc2cc(C)n(Cc3ccccn3)c(=O)c21 (stereo not drawn) | i | i | 0.2 |
| CC1CC(Nc2ccccc2N)=CC(=O)O1 (stereo not drawn) | i | i | -0.1 |
| O=C(O)CN1C(=O)/C(=C\c2cc(Br)ccc2OCc2ccc(F)cc2)SC1=S | i | i | 1.2 |
| COc1ccc(Cc2c(C)nc(N)nc2Cl)cc1 | i | i | -0.3 |
| CCN(CCCNC(=O)C1CCC(=O)N1C(C)C)c1cccc(C)c1 (stereo not drawn) | i | i | 0.1 |
| N#Cc1ccc(-c2ccccc2)nc1Sc1ccc(F)cc1 | i | i | 0.1 |
| Cc1ccc(-c2cc(-c3ccco3)c(C#N)c(=O)[nH]2)cc1 | i | i | -0.7 |
| CC(=O)N=c1scc(-c2ccccc2)n1-c1cccc(O)c1 | i | i | -2.0 |
| CC(C)(C)N1CC(c2nc3ccccc3n2Cc2ccc(Cl)cc2)CC1=O (stereo not drawn) | i | i | 0.6 |
| CCC(NS(=O)(=O)c1cnn(CC)c1)c1ccccc1 (stereo not drawn) | i | i | -0.4 |
| CCC(=O)Nc1cccc(NC(=O)COc2ccc(OC)cc2)c1 | i | i | 8.0 |
| O=C(O)CCC(=O)N1CCc2cc(S(=O)(=O)NC3CCCC3)ccc21 | i | i | -0.6 |
| Cc1nc(N2CCN(C(=O)c3ccco3)CC2)nc2c1C(=O)CCC2 | i | i | -0.1 |
| O=S1(=O)N=C(Oc2cccc3ccccc23)c2ccccc21 | i | i | -1.3 |
| CCC(C(=O)N1CCc2ccccc2C1)n1nc(C)n2c(cc3occc32)c1=O (stereo not drawn) | i | i | -0.6 |
| O=C1NC(=O)C2C3c4ccccc4C(c4ccccc43)C12 (stereo not drawn) | i | i | -7.0 |
| Cc1c(Cl)cccc1NC(=O)N1CCCN(c2nc(-c3ccccc3)ns2)CC1 | i | i | -1.2 |
| FC(F)(F)c1cccc(OCCN2CCN(Cc3ccccc3)CC2)c1 | i | i | -0.3 |
| COc1ccc(Cc2nc3ccc(C(=O)NCCn4cccn4)cc3o2)cc1 | i | i | -0.9 |
| O=C(Cn1cnc2c(nnn2-c2ccccc2)c1=O)N1CCC(Cc2ccccc2)CC1 | i | i | -0.2 |

(cont.)
| canonical_smiles | CHT PAM | CHT block | STK33 inh |
| --- | --- | --- | --- |
| CCNC(=O)O/N=C1\CCCCC1c1ccc([N+](=O)[O-])cc1[N+](=O)[O-] (stereo not drawn) | i | i | 2.6 |
| CCC1=C(c2cc(OC)c(OC)c(OC)c2)C2(CCCC2)C(=O)O1 | i | i | 2.2 |
| CCCN(CCC)C(=O)Cn1c(=O)c2sccc2n2c(=S)sc(-c3ccccc3)c12 | i | i | -0.3 |
| CC(=O)c1ccc(N2CCN(Cc3nc4ccccc4[nH]3)CC2)cc1 | i | i | -0.6 |
| COc1ccc(Cl)cc1NS(=O)(=O)c1c(C)[nH]c(C)c1C(=O)N1CCCCC1 | i | i | 4.9 |
| O=C(COC(=O)CCCSc1nc2ccccc2[nH]1)NC(=O)NC1CCCC1 | i | -7.34* | 0.1 |
| CCOC(=O)c1c(NC(=O)CSc2ccccc2C(=O)O)sc(C)c1C | i | i | -0.4 |
| O=C1CC(C(=O)N(c2ccc(F)cc2)C(C(=O)NC2CCCC2)c2ccccn2)CS1 (stereo not drawn) | i | i | -2.5 |
| O=C(N/N=C/c1ccc(O)cc1)NC12CC3CC(CC(C3)C1)C2 | i | i | 2.9 |
| Cc1cc(C)c2c(CC(=O)NN(C)C)coc2c1 | i | i | 1.3 |
| O=C(CN1C(=O)c2ccccc2S1(=O)=O)N1CCOCC1 | i | i | -0.5 |
| Cc1ccc(/C=C/c2nc3ccccc3s2)s1 | i | i | 1.6 |
| CC(C)C[C@@H](CO)N1CCN(CCCc2ccccc2)CCC1=O | i | i | -0.5 |
| CC(=O)n1nc(-c2ccc(Cl)cc2)nc1NCc1ccco1 | i | i | 0.5 |
| Cc1ccc(S(=O)(=O)NCC(C)NS(C)(=O)=O)cc1 (stereo not drawn) | i | i | -3.2 |
| COC(=O)c1cccc(-c2ccc(C(c3c(C)[nH][nH]c3=O)c3c(C)[nH][nH]c3=O)o2)c1 | i | i | 4.3 |
| CCc1nnc(NS(=O)(=O)c2ccc(NC(=S)NC(=O)/C=C/c3ccccc3)cc2)s1 | i | i | 0.2 |
